PKA-R2B activ: PKA-R2B complex activation; P22694+P31323; PKA-R2B holoenzyme dissociation, Cy5-IP20 fluorescence polarization; R2B truncated from residue 108, S112A mutant; 0% DMSO only, 100% 113 µM cGMP; activation, % at 11.4 µM; 0.079% of 340,000 active; AID 504700;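 active = activation above a cutoff set at the mean over all compounds plus 3 SD, cut at about 18% in these data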;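 note: higher means more holoenzyme dissociation and a rise in polarization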
Target sequence (P31323 whole entry, looked up, other chains not shown, the tested form may be a part): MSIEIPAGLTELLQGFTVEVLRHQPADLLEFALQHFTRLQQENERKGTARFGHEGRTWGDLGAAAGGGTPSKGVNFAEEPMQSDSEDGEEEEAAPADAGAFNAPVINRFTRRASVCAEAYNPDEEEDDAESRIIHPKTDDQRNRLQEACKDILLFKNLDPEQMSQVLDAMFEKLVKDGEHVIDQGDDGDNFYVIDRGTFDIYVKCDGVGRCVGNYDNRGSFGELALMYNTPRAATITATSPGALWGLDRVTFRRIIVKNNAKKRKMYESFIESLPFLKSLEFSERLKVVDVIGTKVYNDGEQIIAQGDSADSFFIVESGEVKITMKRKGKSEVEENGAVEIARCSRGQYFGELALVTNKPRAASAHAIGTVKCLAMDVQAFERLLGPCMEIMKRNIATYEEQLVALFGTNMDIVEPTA
Pemphigus Ab inh: blocks pemphigus antibody binding to human desmoglein-3 | P32926 | DSG3-coupled beads, scFv-anti-DSG3-GFP binding, flow cytometry; hits give low values | binding (percent of control), % at 10 µM | 0.48% of 310,000 active | AID 588358;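 active = binding more than 3 SD below its plate's average and above zero; inconclusive = below that plate limit but binding exactly zero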;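 note: hits lower antibody fragment binding to DSG3; some compounds called inactive have numbers as strong as hits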
SR-BI uptake up: activators of SR-BI mediated HDL lipid uptake | CHO ldlA[mSR-BI] cells, DiI-HDL uptake fluorescence, 3 h; 100 = double the neutral-control signal | activation, % at 12.5 µM | 0.096% of 320,000 active | AID 504775;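 active = mean replicate activation of at least 60% and every replicate at or above 60%; inconclusive = mean or all-replicate condition met, but not both; inactive = mean below 60% and not all replicates reaching 60%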;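 note: 0% = median plate neutral-control signal and 100% = twice that signal; values of inactives mirror those of a sister screen read the other way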
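system = CHO ldlA[mSR-BI] cells, LDL receptor-null, SR-BI overexpressing | medium = Ham's F12 with 0.5% BSA, HEPES 25 mM, pH 7.4 | probe or stimulus = DiI-HDL 10 µg/mL | compound dosing = single-point compound dose | incubation = compound exposure 3 h, 37 °C | technique = DiI fluorescence, bottom read | read-out = cell-associated DiI fluorescence as measure of HDL uptake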
Arr AP2 block: blocks beta-arrestin peptide binding to AP2 adaptin; inhibition, % at 10 µM; FITC-arrestin peptide / GST-AP2 beads, flow cytometry; AP2 beta2 appendage carries R879A mutation; 0.31% of 340,000 active;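 active = inhibition above a set limit, near 3 SD of compounds lacking own fluorescence, cut at about 54% in these data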;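 note: plate controls were DMSO wells for no effect and 5 µM unlabelled arrestin peptide for full effect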
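System: GST-AP2 R879A glutathione beads. Medium: PBS with 0.05% Tween 20 and 0.1% BSA. Also added: FITC-arrestin peptide, 50 nM. Incubation: 12 min plus 1 h, RT. Measured by: high-throughput flow cytometry of beads, ex 488, em 535 nm. Evaluation: percent drop in bead-associated FITC signal.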
NSD2 inh: inhibitors of human histone methyltransferase NSD2; NSD2 peptide methylation, AlphaScreen, 120 min; O96028; inhibition, % at 12.5 µM; 0.54% of 310,000 active; in the data active = inhibition above about 50%
dFosB activator: mouse delta FosB homodimer activation | P13346 | 0.99% of 340,000 active | purified delta FosB, TAMRA-CDK5 oligo fluorescence polarization; percent of positive-control signal above neutral wells | activation, % at 25 µM;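 active = mean activation above about 17%, with every replicate also reaching it, limit read from the data, passing the limit was not always enough; inconclusive = only one of the two conditions met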;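 note: fluorescence polarization rise as delta FosB binds a TAMRA Cdk5 AP-1 oligo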
MITF act: activators of MITF-driven TRPM1 promoter activity in SK-MEL-5 cells; 0.75% of 300,000 active; SK-MEL-5 TRPM1-promoter luciferase, 24 h; % of positive control, neutral wells = 0; activation, % at 12.5 µM;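 active = mean activation of at least 80% with every replicate also reaching 80%; inconclusive = mean reaches 80% but some replicate falls short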;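 note: 0% = neutral control wells and 100% = parthenolide positive control wells; values of inactives mirror those of a sister screen read the other way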
SR-BI HDL uptake: mouse SR-BI HDL lipid transfer inhibition; Q61009; ldlA[mSR-BI] CHO cells, DiI-HDL uptake fluorescence, 3 h; inhibition, % at 12.5 µM; 0.96% of 320,000 active; AID 488896;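 active = mean replicate inhibition of at least 70% and a set share of replicates each scoring 70 or more; inconclusive = meets just one of the two criteria; inactive = fails both criteria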;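 note: 0% = median of neutral control wells and 100% = median of positive control wells; values of inactives mirror those of a sister screen read the other way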
SUMO Mot1 rescue: blocks SUMOylation pathway, rescuing yeast Mot1-301 growth; S. cerevisiae Mot1-301 growth rescue, ATP luminescence, 38.5C; percent above DMSO median, 100 means doubled; growth rescue, % at 18.8 µM; 1% of 320,000 active; AID 2716;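 active = every valid replicate shows activation above 250% relative to neutral control wells; inactive = the rest, any valid replicate at or below 250%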;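 note: OY570 slx delta 5 strain wells were the positive control but not used for scaling; some compounds called inactive have numbers as strong as hits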
PKA-R1A activ: activates the PKA-R1A holoenzyme complex | PKA-R1A dissociation, Cy5-IP20 fluorescence polarization; scaled: DMSO 0%, 113 µM cGMP 100% | P00514+P68181 | 0.083% of 340,000 active | activation, % at 11.4 µM;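 active = percent activation above the mean of all tested compounds plus 3 SD, cut at about 19% in these data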;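 note: higher means more PKAc released from R1A so a rise in polarization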
CDK5 p35 inh: CDK5/p35 (human) kinase inhibition; Q00535+Q15078; Recombinant CDK5/p35, ADP-Glo luminescence, 60 min; inhibition, % at 10 µM; 0.01% of 330,000 active;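 active = highest replicate inhibition of at least 50% and at least 75% of replicates reaching 50%; inconclusive = only one of the two criteria met; inactive = both criteria failed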;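 note: plate controls were DMSO neutral control for no effect and GW8510 at 10 µM for full effect; many of its hits are not listed in these tables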
Target sequence (Q00535 whole entry, looked up): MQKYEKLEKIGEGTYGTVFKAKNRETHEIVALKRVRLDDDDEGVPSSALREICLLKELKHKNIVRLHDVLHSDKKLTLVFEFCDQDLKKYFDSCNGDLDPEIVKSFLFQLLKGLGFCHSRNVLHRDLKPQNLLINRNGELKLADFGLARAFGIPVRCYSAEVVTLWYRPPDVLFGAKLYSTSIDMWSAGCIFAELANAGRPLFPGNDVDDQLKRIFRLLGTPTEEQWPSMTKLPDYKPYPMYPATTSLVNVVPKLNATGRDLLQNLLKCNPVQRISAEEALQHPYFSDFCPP
Target sequence (Q15078 whole entry, looked up): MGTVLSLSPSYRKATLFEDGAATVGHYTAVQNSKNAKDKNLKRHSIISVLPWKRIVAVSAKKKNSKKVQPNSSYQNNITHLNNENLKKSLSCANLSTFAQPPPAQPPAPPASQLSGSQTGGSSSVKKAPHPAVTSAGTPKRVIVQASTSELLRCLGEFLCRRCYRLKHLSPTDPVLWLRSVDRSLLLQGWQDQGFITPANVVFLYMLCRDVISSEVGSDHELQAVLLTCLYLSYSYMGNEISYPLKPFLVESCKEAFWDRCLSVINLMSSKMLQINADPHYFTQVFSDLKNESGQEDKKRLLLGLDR
Numbers without * were called inactive; ? = inconclusive; . = not tested or not shown.

Screens in order – NSD2 inh, Arr AP2 block, PKA-R2B activ, CDK5 p35 inh, PKA-R1A activ, Pemphigus Ab inh, SR-BI HDL uptake, SUMO Mot1 rescue, MITF act, dFosB activator, SR-BI uptake up
> Cc1ccc2c(CC(=O)N(C)c3c(N)n(Cc4ccccc4)c(=O)[nH]c3=O)coc2c1
  -2, 12, -3, -0.9, -9, 113, -44, 15, 8, -5, 44
> O=C(COC(=O)c1cc(S(=O)(=O)N2CCOCC2)ccc1F)NCc1ccco1
  -2, -6, -10, 2.2, 3, 117, -5, -16, 4, -13, 5
> CN(C)C(=O)COc1ncnc2sc(-c3ccccc3)cc12
  -2, -10, -9, 1.9, -1, 103, -6, -12, 36, -8, 6
> COCCOc1cc(N(CC(=O)N(C)C)S(=O)(=O)c2ccccc2)c(Cl)cc1Cl
  8, 8, -10, -0.4, -3, 100, 10, -18, -5, 1, -10
> Cc1nc2ccc(NC(=S)N3CCCC3)cc2nc1C
  1, 35, -7, -0.5, -3, 90, 10, 0, 14, -6, -10
> O=C(Cc1nnc(NC(=O)Nc2ccc(F)cc2)s1)Nc1ccccc1
  -4, -1, -10, -1.6, 12, 78, -8, -10, 12, ?, 8
> NS(=O)(=O)c1cccnc1Nc1cccc(Cl)c1
  0, 0, -1, 2.4, -8, 116, -17, 0, ., -9, 17
> CCN(CC)C(=O)c1[nH]cnc1C(=O)N[C@@H](CC(C)C)C(=O)OC(C)(C)C
  ., 30, 2, 1.2, -1, 100, -17, -20, 7, 4, 17
> Cc1cccc(N2C(=O)C(CC(=O)Nc3cccc(F)c3)N(CCc3ccncc3)C2=O)c1 (centres undefined)
  0, 11, 1, -1.7, 4, 100, -6, -6, 1, -2, 6
> Cc1cccc(-n2nnc(C(=O)NCc3ccco3)c2N)c1
  -2, -5, -2, 0.4, -1, 104, 6, -10, ., 4, -6
> COc1ccc2cc(C(c3nnnn3CCc3ccccc3)N3CCC(O)CC3)c(=O)[nH]c2c1 (centres undefined)
  ., -8, -4, -0.2, -1, 150, -13, 13, ., 1, 13
> COc1ccc(CC(=O)Nc2nc(C(C)(C)C)cs2)cc1
  -6, 17, -2, 2.0, 4, 111, ., -9, -22, -1, .
> CC(C)C[C@H](NC(=O)CCn1nnc2ccccc2c1=O)C(=O)O
  -3, -3, -12, -1.6, 4, 139, ., 4, 23, -9, .
> CN1CCN(NC(=O)CN2C(=O)S/C(=C\c3c(Cl)cccc3Cl)C2=O)CC1
  -6, 34, 1, -0.7, 4, 101, 29, -19, 1, -3, -29
> O=C(NC(NC(=S)Nc1ccc(Cl)cc1)C(Cl)(Cl)Cl)c1ccco1 (centres undefined)
  1, -3, -9, ., -11, 95, 18, -2, -10, -3, -18
> COc1cc(/C=C/C(=O)OCC(=O)N2CCC(Cc3ccccc3)CC2)ccc1O
  2, 37, -18, 0.4, -4, 102, -9, -10, -5, -7, 9
> O=C(CSc1ncnc2nc[nH]c12)c1ccc(Cl)cc1
  ., 3, -6, 1.6, -11, 100, -6, 8, 1, -8, 6
> CCC(CC)C(=O)N1CCCC(c2nc(-c3cccs3)no2)C1 (centres undefined)
  -6, 9, -3, 0.6, 0, 107, 11, 503*, 23, -15, -11
> CN(C)c1ccc(C(=O)N2CCCC(N3CCN(Cc4ccc5c(c4)OCO5)CC3)C2)cc1 (centres undefined)
  6, 24, 3, -0.3, -3, 94, -15, 0, 5, -6, 15
> O=C(CN1C(=O)C(=O)N(C2CCCC2)C1=O)Nc1ccccc1OC(F)F
  -3, 4, -5, -1.2, 2, 105, -4, 37, -6, -8, .
> O=C(CS(=O)(=O)c1cn(Cc2cccc(F)c2)c2ccccc12)N1CCOCC1
  -3, -10, -7, -1.1, 6, ., -4, 13, -1, -3, 4
> CCOC(=O)N1CCN(C(=O)c2cccn3c(=O)c4c5c(sc4nc23)CCCC5)CC1
  -2, ., 4, -1.4, -12, 121, -15, -30, -3, -9, 15
> O=C(COC(=O)CNC(=O)c1cccc([N+](=O)[O-])c1)Nc1ccccc1OC(F)F
  -1, -7, -14, 1.3, -10, 84, -2, -9, -2, 0, 2
> CCN(C(=O)CN1CCN(c2ccccc2O)CC1)c1c(N)n(Cc2ccccc2)c(=O)[nH]c1=O
  4, 13, 7, 0.5, 0, 95, -20, -13, 19, -1, 20
> CCO[C@H]1OC(C(=O)NC2CC2)=C[C@@H](c2ccccc2)[C@@H]1CCCO
  ., -1, 3, 1.3, -10, 92, -16, 9, 4, 3, 16
> COc1cc(/C=C/C(O)=C/C(=O)/C=C/c2ccc(O)cc2)ccc1O
  ., 32, 3, -1.6, 0, 107, 30, 5, -13, -17, -30
> C=CCn1c(-c2ccc(F)cc2)n[nH]c1=S
  3, -23, -5, 0.4, 0, 93, -7, 1, -3, 0, 7
> O=C(Nc1cccc2ccccc12)N(CCO)C1CCS(=O)(=O)C1 (centres undefined)
  0, 12, -10, -0.1, -3, 106, ., 166, -5, 2, .
> COc1ccc(N/C=C(\C#N)S(=O)(=O)c2ccc(Cl)cc2)c(OC)c1
  2, -14, 0, -1.5, -12, 102, -2, -14, 3, -3, 2
> Oc1ccc(N=Nc2ccccc2)cc1
  9, 11, -11, 3.3, 6, 192, -37, 111, 91*, -4, 37

A different layout for part of the listing above.
NSD2 inh	Arr AP2 block	PKA-R2B activ	CDK5 p35 inh	PKA-R1A activ	Pemphigus Ab inh	SR-BI HDL uptake	SUMO Mot1 rescue	MITF act	dFosB activator	SR-BI uptake up	Structure
.	30	2	1.2	-1	100	-17	-20	7	4	17	CCN(CC)C(=O)c1[nH]cnc1C(=O)N[C@@H](CC(C)C)C(=O)OC(C)(C)C
0	11	1	-1.7	4	100	-6	-6	1	-2	6	Cc1cccc(N2C(=O)C(CC(=O)Nc3cccc(F)c3)N(CCc3ccncc3)C2=O)c1 (centres undefined)
-2	-5	-2	0.4	-1	104	6	-10	.	4	-6	Cc1cccc(-n2nnc(C(=O)NCc3ccco3)c2N)c1
.	-8	-4	-0.2	-1	150	-13	13	.	1	13	COc1ccc2cc(C(c3nnnn3CCc3ccccc3)N3CCC(O)CC3)c(=O)[nH]c2c1 (centres undefined)
-6	17	-2	2.0	4	111	.	-9	-22	-1	.	COc1ccc(CC(=O)Nc2nc(C(C)(C)C)cs2)cc1
-3	-3	-12	-1.6	4	139	.	4	23	-9	.	CC(C)C[C@H](NC(=O)CCn1nnc2ccccc2c1=O)C(=O)O
-6	34	1	-0.7	4	101	29	-19	1	-3	-29	CN1CCN(NC(=O)CN2C(=O)S/C(=C\c3c(Cl)cccc3Cl)C2=O)CC1
1	-3	-9	.	-11	95	18	-2	-10	-3	-18	O=C(NC(NC(=S)Nc1ccc(Cl)cc1)C(Cl)(Cl)Cl)c1ccco1 (centres undefined)
2	37	-18	0.4	-4	102	-9	-10	-5	-7	9	COc1cc(/C=C/C(=O)OCC(=O)N2CCC(Cc3ccccc3)CC2)ccc1O

(more compounds)
Screens in order – NSD2 inh, Arr AP2 block, PKA-R2B activ, CDK5 p35 inh, PKA-R1A activ, Pemphigus Ab inh, SR-BI HDL uptake, SUMO Mot1 rescue, MITF act, dFosB activator, SR-BI uptake up
> COc1ccccc1C1C(C(N)=O)=C(C)Nc2ncnn21 (centres undefined)
  -1, 8, -16, -0.1, 0, 98, -17, ., -4, 3, 17
> Cc1cccc2cc(C(c3nnnn3Cc3ccc4c(c3)OCO4)N3CCCC3)c(=O)[nH]c12 (centres undefined)
  1, 8, -6, 0.2, 6, 103, ., -1, 0, -2, .
> O=C(Nc1ccc2c(c1)OCO2)N1CCN(Cc2ccco2)CC1
  3, 6, 3, -1.6, -4, 103, -26, -4, 14, 0, 26
> O=C(COC(=O)CCC1CCCC1)Nc1nc2c(F)c(F)c(F)cc2s1
  0, -4, -7, 0.0, -3, 100, -12, 9, -16, 3, 12
> CCN1CCN(c2cc(C)c3cc(NC(=O)CCC(=O)Nc4ccc(OC)cc4OC)ccc3n2)CC1
  9, 6, -15, 8.0, -10, 94, 54, 107, 3, 3, -54
> CC(=O)COC(=O)c1ccc2noc(-c3ccccc3)c2c1
  -5, -11, -6, 3.0, -15, 94, 23, 31, -6, -28, -23
> CCCn1nc(C(=O)N2CCCc3ccccc32)c2ccccc2c1=O
  1, 8, 3, 0.3, -2, 100, -9, ., -12, 0, 9
> Cc1onc(-c2ccccc2)c1C(=O)N1CCN(c2ncccc2C(F)(F)F)CC1
  -2, 1, 0, -1.0, 1, 116, 28, -8, -9, -9, -28
> COc1ccccc1[C@@H]1C(c2cccc(C)c2)=NN(c2ccc(Br)cc2)[C@H]1C(=O)N1CCOC1=O
  ., 2, -2, -3.8, -6, 94, 20, ., -4, -4, -20
> O=[N+]([O-])c1cccc(-c2cc3cccc[n+]3cc2-c2cccc([N+](=O)[O-])c2)c1
  -2, 2, 4, 1.0, -14, 80, -7, 0, -8, -7, 7
> O=C(CSc1nc2ccccc2c(=O)[nH]1)c1cccs1
  -3, 5, 7, -1.7, 4, 96, -27, -4, 6, 6, 27

Screening results (PubChem BioAssay)
